Compound activity deposited in PubChem by National Center for Advancing Translational Sciences (NCATS).
GLP1R cytotox: cytotoxic in the GLP-1 receptor inverse agonist counter-screen; 0.13% of 410,000 active; HEK293 cAMP-luciferase reporter cells, luminescence, 24 h; Potency, µM (top dose mostly 38.3 µM), for the others: at the top dose activity change, negative = inhibition, hits mostly inhibitors; AID 624418;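 further: loss of luciferase light is scored as toxicity; potency means the concentration at half of the fitted maximal effect; on the % scale 0 is the no-effect control and ±100 the full control effect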
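Quantitative HTS format, 1536 wells, 200 cells/uL seeded. Compounds: 23 nL, 24 h, 37 °C. Detection: luciferase reagent, luminescence at 12 min RT; decreased signal taken as cytotoxic.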
KB-V1 cytotox: kills drug-selected multidrug resistant KB-V1 cells; KB-V1 MDR cells viability, CellTiter-Glo, 72 h; Potency, µM (series often up to 46.1 µM), for the others: top-dose activity change, negative = cytotoxicity, most hits filed as cytotoxic; 3.4% of 400,000 active; AID 1347076; further: potency means the concentration at half of the fitted maximal effect; on the % scale 0 is the no-effect control and ±100 the full control effect; nearly all actives have a fitted effect of over 60% in size
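qHTS viability screen in drug-selected KB-V1 MDR cells: 72 h compound treatment at 37 degrees C, ATP luminescence end point.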
GLP1R ag: GLP-1 receptor (human) agonism; P43220; HEK293 GLP-1R CRE-luciferase, luminescence, 4-6 h; cells express a hypersensitive GLP-1R form; Potency, µM (doses to about 45.6 µM), without a hit: at the highest dose activation, most hits filed as activators; 0.007% of 380,000 active; AID 624172; further: potency means the concentration at half of the fitted maximal effect; % of control where 0% means no effect
aSyn yeast inh: rescues yeast growth from alpha-synuclein toxicity; 0.14% of 370,000 active; Potency, µM (series often up to 46.1 µM), for the others: at the highest dose growth rescue (activation), actives largely listed as activators; Yeast expressing alpha-synuclein, growth rescue, BacTiter-Glo, 24 h; further: potency means the concentration at half of the fitted maximal effect; % of control where 0% means no effect; nearly all actives have a fitted effect of over 65% in size
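Readout is rescue of growth in alpha-synuclein-expressing yeast, so inhibitors of toxicity appear as activators. Growth after 24 hr at 30 deg C in galactose medium is quantified by luminescence.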
DRD3 agonist: activates the human D3 dopamine receptor. D3R DiscoveRx beta-arrestin cells, luminescence, 90 min. max activation, %. P35462. 0.58% of 410,000 active; in the data active means max activation above about 30%; further: 0% is about no effect; mostly tested at two doses, the higher about 12 µM
Target sequence (P35462 whole entry, looked up): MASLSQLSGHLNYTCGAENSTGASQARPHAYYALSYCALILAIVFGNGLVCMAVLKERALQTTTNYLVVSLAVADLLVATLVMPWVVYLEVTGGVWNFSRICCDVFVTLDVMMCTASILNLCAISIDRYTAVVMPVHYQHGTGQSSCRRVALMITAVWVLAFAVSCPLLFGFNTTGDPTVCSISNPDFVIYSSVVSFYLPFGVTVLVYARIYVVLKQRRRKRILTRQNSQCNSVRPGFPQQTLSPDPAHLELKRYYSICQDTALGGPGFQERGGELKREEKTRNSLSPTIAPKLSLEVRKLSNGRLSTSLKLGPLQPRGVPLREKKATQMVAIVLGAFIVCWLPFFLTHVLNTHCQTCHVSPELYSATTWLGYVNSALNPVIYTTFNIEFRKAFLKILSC
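Cells at 1500/well, incubated overnight, then treated with pinned compounds (dopamine as control) for 90 min at 37 degrees C. DiscoveRx reagent added for 30 - 60 minutes at room temperature; luminescence read.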
PTHR1 agonist: PTHR1 (human) receptor agonism. HEK293 GP2 PTHR1 cells, GloSensor cAMP luminescence, 1 h. Potency, µM (highest dose often 115 µM), inactives show top-dose activation, most hits filed as activators. 0.075% of 410,000 active; further: potency means the concentration at half of the fitted maximal effect; nearly all actives have a fitted effect of over 55% in size; some results filed as inactive show a strong effect at the top dose; inactives centre near -15; many of its hits are not listed in these tables
Target sequence (Q03431 whole entry, looked up): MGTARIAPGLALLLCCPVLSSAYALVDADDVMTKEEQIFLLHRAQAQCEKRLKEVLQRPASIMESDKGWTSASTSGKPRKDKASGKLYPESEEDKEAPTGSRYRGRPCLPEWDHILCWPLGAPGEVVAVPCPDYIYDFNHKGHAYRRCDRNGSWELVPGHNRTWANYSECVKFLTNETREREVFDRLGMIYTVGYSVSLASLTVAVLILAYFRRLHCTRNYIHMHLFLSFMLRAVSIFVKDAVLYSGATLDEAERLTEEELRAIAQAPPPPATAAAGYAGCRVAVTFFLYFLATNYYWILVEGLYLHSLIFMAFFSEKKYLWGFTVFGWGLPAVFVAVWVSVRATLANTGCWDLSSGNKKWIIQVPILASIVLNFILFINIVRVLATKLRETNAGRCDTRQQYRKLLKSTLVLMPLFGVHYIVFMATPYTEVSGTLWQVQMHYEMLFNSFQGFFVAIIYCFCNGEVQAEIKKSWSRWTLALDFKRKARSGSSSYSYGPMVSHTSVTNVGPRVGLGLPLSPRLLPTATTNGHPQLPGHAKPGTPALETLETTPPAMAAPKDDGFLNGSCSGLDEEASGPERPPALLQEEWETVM
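HEK-293-derived GP2 cells expressing PTHR1 and a GloSensor cAMP reporter, 3,000/well, plated overnight, given luciferin plus IBMX (each 0.5 mM as added) for 1 h at 37 °C, then compound for 1 h at 37 °C. Luminescence was read after 15 min at room temperature.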
GLP-1R inv ag: inverse agonists of human GLP-1 receptor | 1.6% of 410,000 active | HEK293 GLP-1R CRE-luciferase, luminescence, 24 h; GLP-1R form is constitutively active | P43220 | Potency, µM (doses to about 38.3 µM), without a hit: top-dose activity change, negative = inhibition, actives largely listed as inhibitors; further: potency means the concentration at half of the fitted maximal effect; on the % scale 0 is the no-effect control and ±100 the full control effect; nearly all actives have a fitted effect of over 55% in size
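Constitutively active GLP-1R drives a cAMP-responsive luciferase in stably transfected HEK293 cells; test compounds are added after overnight (12 h) attachment and left 24 hr, and signal loss in luminescence marks inhibition.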
DRD3 antagonist: blocks the human D3 dopamine receptor. P35462. D3R cells, DiscoveRx beta-arrestin luminescence, antagonist mode; hits give low values. max response, negative = inhibition, %. 2.5% of 360,000 active. AID 652054; in the data active means max response below about -50%; inconclusive means no clear call, values can overlap the other calls; further: on the % scale 0 is the no-effect control and ±100 the full control effect; mostly tested at two doses, the higher about 12 µM
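Cells plated overnight at 1500 cells/well, then exposed to library compounds with dopamine controls for 90 minutes at 37 degrees C. DiscoveRx reagent added for 30–60 minutes at room temperature; luminescence read, quantitative HTS format.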
TDP43 rescue: rescues yeast growth from TDP-43 toxicity; Potency, µM (doses to about 46.1 µM), inactives show at the top dose growth rescue (activation), hits mostly activators; TDP-43 expressing yeast growth rescue, BacTiter-Glo, 24 h; 1.8% of 410,000 active; further: potency means the concentration at half of the fitted maximal effect; % of control where 0% means no effect; nearly all actives have a fitted effect of over 50% in size
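Growth rescue of TDP-43-toxic yeast measured as ATP luminescence (BacTiter-Glo). Cells grown to mid-log in raffinose, induced in galactose at OD600=0.02, exposed to compound 24 hr at 30 deg C.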
Numbers without * were called inactive; i = inactive; ? = inconclusive; nt = not tested or not shown; [ ] = dose if it differs, or a comment. Unless noted, the call rests on the fitted dose curve; in most records, active means well fitted curve in the direction sought with a large enough effect; inconclusive means small, poorly fitted or top-dose-only effect, or another doubt; inactive means no such curve, though single readings can be large; an effect the other way counts as inactive or inconclusive. Some of the compounds tested. The share of hits here may be higher or lower than overall.

SMILES | GLP1R cytotox | KB-V1 cytotox | GLP1R ag | aSyn yeast inh | DRD3 agonist | PTHR1 agonist | GLP-1R inv ag | DRD3 antagonist | TDP43 rescue
COc1ccc(OC)c(C2CC(=O)Nc3cc(OC)c(OC)c(OC)c32)c1 (stereo not drawn) | 79.6%[activator] | ? | 5.4% | 1.8% | 0.4 | -1.4% | 0.1% | 0.0 | 7.8%
COc1ccc(-c2cn(-c3ccc(C)c(C)c3)c(=S)[nH]2)cc1OC | 3.0% | 4.7% | 6.4% | -1.4% | -3.5 | -23.3% | 20.0% | 23.3 | 29.8%
CCS(=O)(=O)c1nc(S(=O)(=O)c2ccc(C)cc2)c(NCCCN(C)C)s1 | -3.8% | 4.7% | -1.6% | -3.7% | -9.8 | i | -12.0% | -14.8 | 9.8%
CCOc1ccc(-n2c(C)nc3cc(C(=O)NCc4ccc5c(c4)OCO5)ccc32)cc1 | 4.1% | 13µM* | 3.7% | -3.6% | -4.8 | -56.0%[inhibitor] | -14.9% | -2.9 | 4.9%
CCOc1ccccc1N1CCN(C(=O)C(Sc2ccccc2)c2ccccc2)CC1 (stereo not drawn) | 9.3% | ? | -2.0% | 6.8% | 1.3 | -13.4%[57.5 µM] | ? | ? | 15.7%
CCNc1ccc2c(Cl)cc(=O)oc2c1 | nt | -4.4% | 4.6% | 3.8% | -7.4 | i | -3.6% | 16.7 | -6.1%
Cc1ccc(C(=O)NCC(=O)OCCCOC(=O)CNC(=O)c2ccc(C)c(C)c2)cc1C | 4.5% | -10.6% | 33.5% | 1.6% | -5.6 | i | -5.7% | 3.8 | 12.4%
Cc1cc(C)cc(NC(=S)N2CCC(c3nc4ccccc4s3)CC2)c1 | -26.8% | -6.5% | -4.6% | 1.5% | -11.4 | i | ? | -11.9 | -16.6%
Cc1c2c(nc3nnnn13)CCCC2 | 23.8% | 0.6% | 0.9% | 0.4% | 0.2 | i | 18.0% | 9.6 | 12.9%
COc1c(OC)c(O)c2c(=O)cc(-c3c(O)cccc3O)oc2c1OC | 9.5% | ? | 2.7% | 4.4% | 2.4 | -6.5% | 0.2% | 16.2 | -19.3%
CCOC(=O)C1=C(C)N=C(SC)N(C)C1c1ccccc1 (stereo not drawn) | -11.0% | -29.6% | 9.8% | 4.8% | -9.3 | i | 0.0% | 14.8 | -13.1%
CCO[C@H]1OC(C(=O)O)=C[C@@H](c2cn(C(C)=O)c3ccccc23)[C@@H]1CCCO | -4.4% | 14.1% | 2.5% | -1.9% | 7.4 | i | 0.0% | -4.7 | 19.6%
COc1ccccc1Oc1ccc(S(=O)(=O)N2CCOCC2)cc1S(=O)(=O)N1CCOCC1 | 2.9% | 4.6% | 2.2% | 8.0% | -2.1 | -3.2%[57.5 µM] | 5.0% | 1.2 | -15.0%
COc1ccc(-c2nc(CS(=O)CC(=O)NCc3ccc(C)cc3)c(C)o2)cc1OC (stereo not drawn) | -3.8% | -12.3% | 11.0% | 10.0% | -7.9 | -19.8% | 69.5%[activator] | -12.4 | -14.6%
CCCC(=O)N1c2nc(-c3ccco3)nn2C2(CCCCC2)[C@@H]2CCCC[C@@H]21 | 1.2% | nt | nt | nt | 12.2 | i | 5.6% | nt | 5.6%
O=C(NCc1ccc2c(c1)OCO2)C1CC(=O)N(CCc2ccc(F)cc2)C1 (stereo not drawn) | 2.4% | 14.5% | 9.6% | -0.4% | 2.5 | i | -0.1% | 4.4 | 4.9%
CCOc1ccc(NC(=O)Nc2ccc3c(c2)nc(C)n3C)cc1 | -19.9% | -0.7% | 3.4% | -1.3% | 0.8 | -28.8% | -13.8% | 1.2 | 14.9%
C=CCn1c(SCc2ccc(C#N)cc2)nnc1-c1cccc(OC)c1 | -10.8% | -6.8% | -2.3% | 3.3% | 0.4 | -24.4% | -25.7% | 1.2 | ?
CC(=O)c1ccc(S(=O)(=O)NC2CC(=O)N(c3ccc(C)cc3)C2)cc1 (stereo not drawn) | -3.6% | -1.0% | 0.9% | 1.2% | 1.3 | i | 0.0% | 3.4 | ?
CCOC(=O)C1=C(O)/C(=C/c2ccc(OCC(=O)O)c(OC)c2)SC1=Nc1ccc(OC)cc1 | ? | -14.1% | 17.0% | -4.1% | 7.4 | -7.9% | 14.7% | -14.6 | 18.5%
Fc1ccc(-[n+]2nc(Nc3ccccc3)sc2-c2c3ccccc3cc3ccccc23)cc1 | ? | ? | 1.9% | -26.5% | -19.4 | -11.2% | 11.2µM* | -63.0* | -9.3%
CCCOc1cccc(C(=O)NC(=S)Nc2ccc(N3CCN(C)CC3)cc2)c1 | 25.7% | -23.4% | 10.6% | -0.6% | -14.3 | -27.2% | 19.1% | -24.3 | -4.1%
N#CCc1ccc(NC(=O)c2ccccc2C(=O)Nc2ccc(CC#N)cc2)cc1 | -2.3% | 25.0% | 6.6% | 4.7% | 8.6 | i | 1.2% | 7.1 | -1.3%
COCCCNC(=O)C[C@H]1C[C@H](C(=O)N2CCOCC2)[C@@]2(C)c3[nH]c4cc(CCC(=O)N(C)C)ccc4c3CCN2C1=O | 3.5% | ? | 5.6% | -1.6% | -1.0 | i | 4.4% | 22.4 | 16.6%
Cc1ccc(-c2nc(C#N)c(NCc3ccco3)o2)cc1 | -1.8% | 12.8% | 1.7% | -5.9% | 2.5 | -11.0% | 58.0%[activator] | 13.5 | 25.7%
O=C(Nc1ccn(Cc2c(F)c(F)cc(F)c2F)n1)c1ccc(COc2cc(Cl)ccc2Cl)o1 | -9.9% | 0.0% | -6.0% | 6.5% | -1.4 | -0.7%[57.5 µM] | 0.0% | -12.1 | -11.9%
CN(Cc1ccc(F)cc1)C(=O)CNC(=O)c1ccc2c(c1)OCO2 | 2.7% | 14.6% | 1.1% | -5.5% | 5.9 | -19.7% | 2.9% | 19.9 | -11.5%
COc1ccccc1N1CCN(C(=O)CCn2nc(C)c(S(=O)(=O)N3CCCC3)c2C)CC1 | 3.0% | -0.7% | nt | nt | -9.8 | -21.8% | -11.9% | nt | -9.2%
Cc1cccc(OCC(O)Cn2c(N3CCCCC3)nc3c2c(=O)n(C)c(=O)n3C)c1 (stereo not drawn) | 48.5%[activator] | -16.9% | -7.0% | 6.9% | 4.6 | -56.8%[inhibitor] | 44.2%[activator] | 43.4 | 25.2%
COC(=O)CN1C(=O)[C@H]2[C@@H](/C=C/c3ccccc3)N3C(=O)CN(Cc4ccccc4)C(=O)[C@@]3(C)[C@H]2C1=O | 10.7% | 5.3% | 9.3% | -13.0% | -16.0 | -6.4% | 4.6% | -9.8 | -0.1%

Some of these compounds in order of molecular weight, descending.
SMILES | GLP1R cytotox | KB-V1 cytotox | GLP1R ag | aSyn yeast inh | DRD3 agonist | PTHR1 agonist | GLP-1R inv ag | DRD3 antagonist | TDP43 rescue
Cc1cccc(OCC(O)Cn2c(N3CCCCC3)nc3c2c(=O)n(C)c(=O)n3C)c1 (stereo not drawn) | 48.5%[activator] | -16.9% | -7.0% | 6.9% | 4.6 | -56.8%[inhibitor] | 44.2%[activator] | 43.4 | 25.2%
O=C(NCc1ccc2c(c1)OCO2)C1CC(=O)N(CCc2ccc(F)cc2)C1 (stereo not drawn) | 2.4% | 14.5% | 9.6% | -0.4% | 2.5 | i | -0.1% | 4.4 | 4.9%
CN(Cc1ccc(F)cc1)C(=O)CNC(=O)c1ccc2c(c1)OCO2 | 2.7% | 14.6% | 1.1% | -5.5% | 5.9 | -19.7% | 2.9% | 19.9 | -11.5%

Next compounds.
SMILES | GLP1R cytotox | KB-V1 cytotox | GLP1R ag | aSyn yeast inh | DRD3 agonist | PTHR1 agonist | GLP-1R inv ag | DRD3 antagonist | TDP43 rescue
CC(=O)N/C(=N\OCc1ccccc1Cl)c1nonc1NC(C)=O | 18.6% | -5.4% | 3.7% | 0.0% | 4.7 | -10.1% | -1.9% | 24.2 | 14.3%
Cc1cc(C(C#N)c2cccc(Cl)c2)n2ncnc2n1 (stereo not drawn) | -27.6% | -6.5% | 4.0% | -2.2% | -14.4 | -6.9%[57.5 µM] | ? | 12.9 | -22.8%
CC1CCN(CC(=O)NCc2ccco2)CC1 | -3.0% | -4.2% | 0.0% | -1.8% | -7.7 | i | -11.7% | -26.3 | -15.3%
COCCn1c(=NC(=O)c2cc3ccccc3oc2=O)sc2cc(S(N)(=O)=O)ccc21 | -3.2% | 10.6% | -1.4% | -7.2% | -3.0 | i | 10.0% | -7.3 | -8.5%
Cc1ccccc1OCCn1cc(C(=S)N2CCN(C)CC2)c2ccccc21 | -13.0% | -8.8% | 18.9% | 1.4% | -19.2 | -42.6%[inhibitor] | ? | ? | 14.5%
CCOC(=O)Nc1ccc(NC(=O)c2ccccc2F)cc1 | -15.6% | -5.9% | 10.4% | -1.8% | -5.9 | -5.4% | -16.6% | -6.6 | -1.8%
Cc1nn2c(=O)cc(CSc3nc4ccccc4[nH]3)nc2s1 | 1.5% | 0.0% | 1.7% | -0.3% | -0.9 | i | 0.4% | -7.5 | -5.2%
CNS(=O)(=O)c1cccc(C(=O)OCC(=O)c2cc(C)n(CC3CCCO3)c2C)c1 (stereo not drawn) | -12.7% | ? | -50.8%[inhibitor] | 8.4% | -1.4 | -21.7% | ? | 0.2 | -24.0%
Cc1nn(-c2ccccc2)c2nc(Cl)c(C(=O)O)cc12 | -5.8% | 11.1% | 0.9% | 0.7% | -2.5 | 12.1% | 0.5% | 4.9 | -0.2%[0.397 µM]
N#Cc1cc2c(nc1SC1CCCCC1O)CCCC2 (stereo not drawn) | 20.5% | 0.0% | ? | -0.7% | -7.2 | i | 5.1% | -17.5 | -8.6%
O=c1cc(O)nc(SCc2ccccc2)[nH]1 | 5.4% | 1.4% | -8.8% | nt | 0.9 | -25.4% | 0.0% | 5.5 | 4.8%
C=CCOc1ccc(C(=O)Nc2ccccc2C(=O)NCc2cccnc2)cc1 | ? | 3.66µM* | 14.5% | -9.4% | -19.9 | i | -2.5% | 11.8 | 16.3%
Cc1cnc(C(=O)Nc2cccc(S(=O)(=O)N(C)C)c2)cn1 | 14.3% | 8.0% | -6.2% | -1.4% | -1.9 | i | 0.3% | 5.2 | 21.6%
